PMI inhibitors: inhibitors of human PMI, primary screen, biochemical, fluorescence intensity, coupled assay (AID 1209); Mannose-6-phosphate isomerase (Homo sapiens); purified PMI enzyme, coupled fluorescence intensity; higher % means a stronger effect; one-dose inhibition, % at 20 µM; IC50 in µM for titrated hits; 0.42% of 190,000 active; in the data active = inhibition above about 50%;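 note: plate controls were DMSO vehicle for no effect and wells lacking substrate for full effect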
b-catenin transl: modulators of beta-catenin nuclear translocation, primary screen, imaging, HeLa cells, immunofluorescence, high-content. nuclear translocation activity, % at 5 µM. 0.3% of 190,000 active;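 active = nuclear translocation activity above 50% at 5 µM, with a well cell count of 50 or more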;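 note: per-cell ratio of nuclear to cytoplasmic median beta-catenin stain intensity; plate controls were DMSO negative control for no effect and GSK-3 inhibitor IX positive control for full effect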
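Read-out: Nuclear/cytoplasmic beta-catenin signal ratio, % activation | Assay system: Human HeLa cell line | Times: 24 h compound exposure at 37°C, 5% CO2 | Signal: Fluorescence imaging of beta-catenin antibody stain plus DAPI | Dosing: 5 µM primary, 0.02–20 µM confirmation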
Dynein cargo inh: inhibitors of GR-EGFP nuclear translocation, primary screen, dynein cargo transport inhibitor project, imaging, high-content, 3617.4 mouse cells | test concentration mostly 20 µM; stimulated with dexamethasone, 1 µM; hits give low values | z-score, hits read low | 0.47% of 220,000 active | AID 1381, 2008;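 active = plate z-score of nuclear minus cytoplasmic receptor signal below a set negative limit, without overly bright fluorescence or cell loss, cut at about -3.5 in these data, passing the limit was not always enough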;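 note: z-score of nuclear minus cytoplasmic ring GR-EGFP intensity difference per well; some compounds called inactive have numbers as strong as hits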
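Also added – dexamethasone, 1.0 µM final · Buffer or medium – tet-free, stripped-serum medium · Schedule – induction 48 h, compound 1 h, agonist 30 min · Detection – formaldehyde fixation, Hoechst nuclear stain, 10x automated fluorescence imaging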
TNAP activation fold: human TNAP enzyme activators, primary screen, biochemical, luminescent, no phosphate acceptor, uHTS (AID 1001); Alkaline phosphatase, tissue-nonspecific isozyme (Homo sapiens); purified TNAP, luminescent activation assay, no phosphate acceptor; higher activation fold means a stronger effect; activation fold at 20 µM, or EC50 in µM where a hit was titrated; 0.03% of 200,000 active; in the data active = activation fold from about 3, or a potency from the dose series; inactive = the rest, 99 in 100 with activation fold below about 1.6; note: many of its hits are not listed in these tables
MT stabilize HCS: microtubule stabilizers in HeLa cells, primary screen, imaging, high-content imaging; HeLa tubulin immunostaining HCS, 24 h; share of cells brighter than vehicle mean+2SD; % tubulin-high responders, % at 10 µM; 0.83% of 200,000 active; AID 2205, 2009;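 active = plate Z-score above 3 for both tubulin-high and condensed-nucleus cell shares, with cell loss under 80%, at 10 µM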;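 note: anti alpha tubulin signal scored within the nucleus-defined area of each cell; some results filed as inactive read as strong as hits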
T cell HTS: modulators of CD8 T cell-vesicle binding, primary screen, mouse 2C CD8+ T cells, flow cytometry. 2C CD8+ T cell-vesicle binding; hits give low values. calls only at 7 µM. 0.068% of 330,000 active. AID 2052, 2009;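 active = response, share of CD8 T cells binding vesicles, and their 90th percentile fluorescence all below set limits, cut at about 80% in these data, passing the limit was not always enough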
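Also added: QL9-peptide-loaded Drosophila micro-vesicles bearing Ld, ICAM-1 and B7-1; Test system: purified 2C TCR transgenic mouse naive CD8+ T cells; Measured by: cytometric PE anti-B7-1 and Alexa647 anti-CD8 signals after 1% paraformaldehyde fixation; Timing: binding step 1.5 h, 37 °C, antibody labelling 20 min, ice.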
Ins promoter up: insulin promoter activators in MIN6 cells, imaging, high-content screening, mouse beta cells; z-score at 5 µM; MIN6 insulin promoter-GFP reporter; hits give high values; AID 1625, 2009; 0.3% of 190,000 active;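 active = z-score above 3 at 5 µM with at least 500 cells counted in the well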
Myeloid diff MLP: induction of myeloid progenitor differentiation, primary screen, cell-based, flow cytometry, MLPCN library | 1% of 360,000 active | calls only at 10 µM | AID 624256, 2012 | ER-HoxA9 myeloid progenitors, lysozyme-GFP differentiation;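 active = normalized GFP-positive differentiation at or above the plate's own cutoff, the solvent-only control mean plus 3 SD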;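 note: cells exposed to compound for four days before flow analysis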
Hep lipid drop: inhibitors of hepatocyte lipid droplet formation, primary screen, imaging, high-throughput imaging, BODIPY stain; 0.4% of 240,000 active; AML12 mouse hepatocytes, oleate lipid droplets; inhibition, % at 6.5 µM;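 active = lipid droplet intensity inhibited by at least 50%, with more than 500 cells counted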
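Test system: AML12 hepatocytes (mouse); reagent: oleate loading, 100 µM; dosing: one dose, 6.5 µM compound; incubation: overnight exposure; signal: fluorescence imaging, 20x objective, two fields per well; read-out basis: % inhibition of corrected integrated BODIPY droplet signal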
Dynein cargo inh cytoplasmic EGFP: second read-out of Dynein cargo inh, no call of its own (marks repeat the call); z-score; measured here: cytoplasmic GR-EGFP intensity; hits give high values
Dynein cargo inh nuclear GR-EGFP: also measured in Dynein cargo inh; calls as there; z-score; measured here: nuclear GR-EGFP intensity;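 lower value marks the stronger effect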
Dynein cargo inh cell count: recorded beside Dynein cargo inh, whose call it bears; z-score; measured here: cell count per field
Ins promoter up cell count: recorded beside Ins promoter up, whose call it bears; cell count; measured here: cytotoxicity, nuclei count;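 total cells summed across four imaged fields per well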
Hep lipid drop cells 6.5 µM: further read-out of Hep lipid drop, marked with its call; cell count; measured here: cell count, cytotoxicity flag;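 cells counted across two imaged fields per well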
b-catenin transl cell count 5 µM: recorded beside b-catenin transl, whose call it bears; cell count; measured here: cell count, cytotoxicity flag
T cell HTS vesicle-bound %: second read-out of T cell HTS, no call of its own (marks repeat the call); double positive events, %; measured here: CD8+ vesicle-bound cell fraction;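 binding gate set so that unloaded-vesicle control wells show 10% double positive cells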
MT stabilize HCS Hoechst-high %: recorded beside MT stabilize HCS, whose call it bears; % Hoechst-high responders; measured here: nuclear condensation Hoechst responders;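 share of cells brighter than vehicle mean plus two SD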
MT stabilize HCS cytotoxicity %: second read-out of MT stabilize HCS, no call of its own (marks repeat the call); toxicity, %; measured here: cytotoxicity by cell density;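 0% = mean cell density of plate MIN control wells and 100% = no cells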
Myeloid diff MLP GFP+ MAC1+ %: further read-out of Myeloid diff MLP, marked with its call; GFP+ MAC1+ double positive, %; measured here: differentiation confirmed by MAC1 staining
* hit, by the source's call; i = inactive; nt = no result given; + = active, no number. Compounds as they come; 3% or so of the library scored in one or more.

SMILES	PMI inhibitors	b-catenin transl	b-catenin transl cell count 5 µM	Dynein cargo inh	Dynein cargo inh cytoplasmic EGFP	Dynein cargo inh nuclear GR-EGFP	Dynein cargo inh cell count	TNAP activation fold	MT stabilize HCS	MT stabilize HCS Hoechst-high %	MT stabilize HCS cytotoxicity %	T cell HTS	T cell HTS vesicle-bound %	Ins promoter up	Ins promoter up cell count	Myeloid diff MLP	Myeloid diff MLP GFP+ MAC1+ %	Hep lipid drop	Hep lipid drop cells 6.5 µM
CCOC(=O)Cn1cc(/C=N/NC(=O)c2ccc(C#N)cc2F)c2ccccc21	3%	nt	nt	-0.77	1.2	0.016	0.067	1.1	1.7	0.8	11	i	8	nt	nt	i	7.1	13	790
O=S(=O)(c1ccc(Cl)cc1)N1CCC(N2CCCCCC2)CC1	-1%	-4.1	1225	0.58	-0.22	0.65	0.047	1	4.1	4.8	8.5	i	16	nt	nt	i	0.1	8	806
C/C(CC(=O)Nc1cccnc1)=N\NC(=O)C(=O)Nc1cccc(C)c1	-4%	nt	nt	0.043	-0.29	-0.28	0.42	1.2	1.7	2.4	7.1	i	46	-0.48	1299	i	1.2	14	701
COc1cc(C(=O)NCCC(=O)NCc2ccc3c(c2)OCO3)cc(OC)c1OC	-3%	0.4	1350	-0.24	-0.12	-0.046	-0.24	1	1.9	2.7	17	i	16	-0.62	1528	i	4.9	nt	nt
Cc1ccc(-c2nc(N=Nc3ccc(O)cc3)n[nH]2)cc1	-14%	-0.1	454	-0.0034	-0.33	0.14	0.023	0.3	2.8	2.5	6.7	i	22	-0.14	1226	i	0.2	-10	553
O=c1oc2ccccc2c(N2CCCC2)c1CN1CCCC1	8%	-8.4	1230	0.036	-0.044	-0.06	0.94	1.1	2.3	1.5	6.4	i	26	-0.27	879	i	9.3	-3	742
O=C(NCc1ccco1)c1cc2n(n1)C(C(F)(F)F)CC(c1ccc(Br)cc1)N2 (stereo not drawn)	-5%	-0.7	1099	-0.44	-0.19	-0.11	-0.26	1.1	2.3	2.3	10	i	18	-0.47	1079	i	2.2	nt	nt
CCNC(=O)/C(C#N)=C/c1c(N2CC(C)OC(C)C2)nc2ccccn2c1=O (stereo not drawn)	6%	0.4	1002	-0.65	-0.23	-0.23	0.62	1.1	1.9	1.7	6.6	i	44	0.05	1301	i	1.1	3	643
Cc1ccc(Nc2ncnc(N)n2)cc1	21%	-0.4	1035	-0.84	-0.29	-0.29	0.29	1.1	3.4	2.7	7.0	i	18	-0.11	1432	i	0.8	11	809
O=C(Cc1ccc([N+](=O)[O-])cc1)N1N=C2CCCCC2C1(O)C(F)(F)F (stereo not drawn)	nt	-2.5	1205	1.4	-0.21	0.81	-0.65	nt	nt	nt	nt	i	11	-0.43	1386	i	0.1	5	688
CCn1c(=N)n(CC(=O)c2ccc(OC)c(OC)c2)c2ccccc21	-13%	0.5	942	0.33	0.056	0.59	-1.6	1.1	2.0	2.1	11	i	40	0.59	869	i	7.4	1	784
Cc1cc(C)n2c(SCc3ccc(Br)cc3)nnc2n1	nt	-0.8	1235	0.95	-0.23	0.44	0.29	nt	nt	nt	nt	i	58	-1.1	991	i	1.2	13	779
CN(C)S(=O)(=O)c1ccc(S(=O)(=O)N(CC(=O)Nc2ccccc2)Cc2ccco2)cc1	-7%	-2.3	709	-0.84	0.34	0.11	0.79	1.1	2.0	2.2	6.0	i	44	-0.69	1196	i	1.0	nt	nt
Cn1c(CCC(=O)OCC(=O)NCc2ccccc2Cl)nc(=O)c2ccccc21	-7%	0.5	1100	-0.12	-0.2	-0.19	0.14	1.1	2.0	2.2	0.5	i	29	-0.1	1301	+	34*	-24	617
CS(=O)(=O)Oc1ccc2c(c1)O/C(=C\C=C\c1ccccc1)C2=O	nt	-0.7	1377	-1.7	-0.23	-1.2	0.27	nt	nt	nt	nt	i	16	-0.31	838	i	0.4	-14	696
C=CCN1C2CCCC1CC(NC(=O)Nc1cc(C)cc(C)c1)C2 (stereo not drawn)	6%	-1.1	1223	2	-0.21	1.4	-1.3	1.3	1.4	0.6	4.5	i	59	0.06	1401	i	0.3	-4	651
COc1ccc(N(CC(=O)O)S(=O)(=O)c2cccnc2)cc1	4%	-1.0	1064	-0.093	-0.35	0.021	0.24	1.1	5.5	3.7	2.3	i	55	-0.08	1948	i	0.9	1	730
CCOC(=O)C1=C(C)N=c2s/c(=C3/C(=O)Nc4ccccc43)c(=O)n2C1c1ccc(C)cc1 (stereo not drawn)	5%	nt	nt	-1.5	-0.11	-0.74	-1.7	0.8	82	2.1	94	i	17	nt	nt	i	0.6	30	786
COc1ccccc1NS(=O)(=O)c1cc(NC(=O)c2sccc2C)ccc1N1CCOCC1	nt	0.6	1349	-0.46	-0.8	-0.46	0.11	nt	nt	nt	nt	i	33	-0.17	927	i	0.2	-6	675
CCOc1ccccc1OCCCOc1ccc(C)cc1Cl	2%	1.3	1368	-0.24	-0.23	-0.23	0.33	1.1	0.8	1.9	9.5	i	1	-0.23	1407	i	0.7	nt	nt
COC(=O)c1cn(C(=O)/C=C/c2ccc(OC)c(OC)c2)c2ccccc12	12%	1.8	1530	-2.1	-0.064	-0.54	0.44	1.1	6.9	5.4	5.9	i	55	0.78	1319	i	0.2	8	663
COc1cc(-c2nc(S(=O)(=O)c3ccc(C)cc3)c(N(C)C)o2)cc(OC)c1OC	-53%	nt	nt	-0.78	-0.25	-0.14	0.23	1.1	2.5	2.2	11	i	41	1.3	1402	i	0.7	-16	643
COc1ccc(NS(=O)(=O)c2ccc3c(c2)CCC(=O)N3)c(OC)c1	16%	-3.2	1013	-0.22	-0.21	-0.11	0.47	1.1	2.1	1.9	4.1	i	58	0.01	1341	i	3.6	nt	nt
COc1ccc(S(=O)(=O)N(C)c2ccc(C(=O)N3CCOCC3)cc2)cc1OC	8%	-0.2	1077	-1.5	-0.099	-0.56	0.4	1.1	2.6	1.8	5.5	i	43	0.07	1856	i	2.8	-7	679
c1n[nH]c(NCc2ccc3c(c2)OCO3)n1	-7%	-1.7	1048	-0.98	-0.26	-0.15	0.49	1	3.7	1.7	2.9	i	35	0.03	1145	i	0.6	nt	nt

Following part:
SMILES	PMI inhibitors	b-catenin transl	b-catenin transl cell count 5 µM	Dynein cargo inh	Dynein cargo inh cytoplasmic EGFP	Dynein cargo inh nuclear GR-EGFP	Dynein cargo inh cell count	TNAP activation fold	MT stabilize HCS	MT stabilize HCS Hoechst-high %	MT stabilize HCS cytotoxicity %	T cell HTS	T cell HTS vesicle-bound %	Ins promoter up	Ins promoter up cell count	Myeloid diff MLP	Myeloid diff MLP GFP+ MAC1+ %	Hep lipid drop	Hep lipid drop cells 6.5 µM
Cc1nc2nc(Cc3ccccc3)[nH]n2c(=O)c1Cc1ccccc1	8%	nt	nt	0.56	-0.27	0.52	0.62	1	2.4	2.8	23	i	36	0.03	1220	i	1.3	0	720
O=c1[nH]c(CN2CCOCC2)nc2cc(Cl)ccc12	-10%	-1.7	1127	0.091	-0.33	0.053	0.08	1	1.8	1.9	2.4	i	41	0.2	1293	i	0.4	3	707
COc1ccc(-c2ccc([C@H]3[C@@H]4C=CCC[C@@]4(C)C(=O)N3Cc3ccccc3)c(F)c2)cc1OC	nt	3.0	1052	-1.7	-0.63	-0.72	0.37	nt	nt	nt	nt	nt	nt	nt	nt	i	1.9	-63	662
Cc1ccccc1NP(=O)(c1ccccc1)c1nc2ccccc2s1 (stereo not drawn)	4%	1.8	1067	-0.52	-0.33	0.081	3.1	1.1	5.3	4.6	3.9	i	32	0.82	1209	i	0.4	2	656
Cc1cccc(N2C(=O)CC(Sc3ncn[nH]3)C2=O)c1 (stereo not drawn)	35%	0.3	1085	-0.98	-0.22	-0.44	0.47	1.4	3.3	1.9	11	i	44	-0.15	1243	i	0.1	13	761
CCOc1ccc(CN2C(=O)CCC2(C)C(=O)NCc2cccnc2)cc1 (stereo not drawn)	2%	4.9	1017	0.5	-0.21	0.6	0.26	1.1	4.1	2.9	6.2	i	26	-1.4	1804	i	1.2	18	620
CC(C)c1ccc(CNC(=O)CCc2ccccc2)cc1	3%	-2.7	1091	-0.61	-0.25	-0.16	0.22	1.1	6.1	1.7	8.7	i	25	0.52	1320	i	0.0	-12	711

High-throughput results from PubChem BioAssay.
